Screening results deposited in PubChem BioAssay by several laboratories.
GASC-1 inh – blocks human GASC-1 demethylase activity. GST-JMJD2C(1-420) H3K9me3 demethylation, DELFIA europium. inhibition, % at 2.35 µM. 0.069% of 330,000 active. AID 2099;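 active = more than half of a compound's replicate wells show inhibition beyond 50%, single wells judged on their own value; inconclusive = some, but no more than half, of replicates pass 50% inhibition; inactive = no replicate passes 50% inhibition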;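 also: signal counts dimethyl H3K9 product captured on neutravidin plate; 0% = median of DMSO wells and 100% = 0.3 times that DMSO median; strong numbers were not always called active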
Target sequence (Q9H3R0 1-420 limits assumed): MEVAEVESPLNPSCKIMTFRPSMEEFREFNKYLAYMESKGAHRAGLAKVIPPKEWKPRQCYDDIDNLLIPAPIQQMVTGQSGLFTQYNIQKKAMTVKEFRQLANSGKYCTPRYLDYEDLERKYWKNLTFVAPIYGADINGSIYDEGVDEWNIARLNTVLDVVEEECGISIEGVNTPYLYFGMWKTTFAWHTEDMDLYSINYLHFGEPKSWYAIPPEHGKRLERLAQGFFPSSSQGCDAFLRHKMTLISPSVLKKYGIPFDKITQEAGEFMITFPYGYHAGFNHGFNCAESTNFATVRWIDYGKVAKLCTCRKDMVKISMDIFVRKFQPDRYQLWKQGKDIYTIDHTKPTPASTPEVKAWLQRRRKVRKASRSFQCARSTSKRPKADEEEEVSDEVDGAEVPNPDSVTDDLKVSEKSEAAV
AGP1 TOR yeast – alters AGP1-GFP fluorescence in TOR pathway yeast screen. AID 2066. 0.02% of 320,000 active. GFP response vs DMSO, % at 10 µM. S. cerevisiae AGP1-GFP multiplex flow cytometry, 3 h; GFP as percent of DMSO wells;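 active = GFP response relative to DMSO above a set limit, near screen average plus 3 SD, cut at about 150% in these data; inconclusive = fewer than 70 cells counted for the yeast strain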;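 also: median GFP channel fluorescence of the gated AGP1 strain per well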
LAP4-GFP MLPCN – yeast TOR pathway LAP4-GFP modulation; S. cerevisiae LAP4-GFP multiplex, flow cytometry GFP, 3 h; median GFP as percent of DMSO wells; AID 2023; GFP response vs DMSO, % at 10 µM; 0.34% of 320,000 active;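 active = GFP response vs DMSO above a set limit, about the screen mean plus 3 SD, cut at about 150% in these data; inconclusive = under 70 cell events counted for the yeast strain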
VLA-4 inh – inhibition in a human VLA-4 binding assay; P13612; VLA-4 expressing cells, ligand binding flow cytometry; inhibition, % (about 7 µM as worked out from the volumes in the protocol); 0.2% of 330,000 active; AID 2557; in the data active = inhibition above about 50%
MEP2 TOR yeast – alters MEP2-GFP fluorescence in TOR pathway yeast screen | S. cerevisiae MEP2-GFP strain, flow cytometry GFP, 3 h; 100% = DMSO control level | GFP response vs DMSO, % at 10 µM | 0.51% of 330,000 active | AID 2016;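 active = GFP response versus DMSO above a set limit, roughly screen mean plus 3 SD, cut at about 180% in these data; inconclusive = fewer than 70 cells counted for a yeast strain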;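 also: median GFP fluorescence of the barcode-gated MEP2-GFP cells per well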
CIT2-GFP yeast – alters CIT2-GFP fluorescence in TOR pathway yeast screen | S. cerevisiae CIT2-GFP strain, flow cytometry, 3 h; 100 means same as DMSO wells | 0.065% of 320,000 active | AID 2029 | GFP response vs DMSO, % at 10 µM;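 active = GFP response relative to DMSO above a set limit, near the screen mean plus 3 SD, cut at about 150% in these data; inconclusive = Fewer than 70 cells measured for a yeast strain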;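 also: ratio of well median GFP fluorescence to mean of DMSO wells on the plate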
GRK2 inh – human GRK2 inhibition via aptamer displacement; bead flow cytometry, FAM-aptamer displacement from GRK2; inhibition of aptamer binding, % at 10 µM; 0.59% of 330,000 active; AID 488847;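 active = inhibition of aptamer binding above 40%, roughly 3 SD of noise, on plates passing a quality check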;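 also: median bead fluorescence of bound FAM aptamer so fluorescent compounds give negative values; no value below 0 was filed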
RPL19A-GFP yeast – modulators of TOR pathway RPL19A-GFP in S. cerevisiae | S. cerevisiae RPL19A-GFP strain, flow cytometry, 3 h; stronger effect = lower value | percent response vs DMSO, % at 10 µM | 0.3% of 330,000 active | AID 2025;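 active = percent response vs DMSO below 50%; inconclusive = fewer than 70 events counted for the yeast strain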;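 also: median channel GFP fluorescence of the barcoded RPL19A-GFP strain; ratio of sample median GFP to plate DMSO average so 100% = DMSO; lower means less RPL19A-GFP as with rapamycin TOR inhibition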
* hit, by the source's call; i = inactive; ? = inconclusive; · = not tested or not shown; [ ] = dose if it differs, or a comment.

SMILES	GASC-1 inh	AGP1 TOR yeast	LAP4-GFP MLPCN	VLA-4 inh	MEP2 TOR yeast	CIT2-GFP yeast	GRK2 inh	RPL19A-GFP yeast
Cc1c(C(=O)N2CCc3ccccc3C2)oc2ccc(S(=O)(=O)N3CCCCCC3)cc12	-3	103	98	-3	104	102	0	102
CCCCn1cnc2c(=S)nc(N)[nH]c21	2	90	90	4	96	85	2	96
CCOC(=O)c1cnc2ccc(Br)cc2c1NCCO	-2	100	96	-4	101	95	0	102
COc1ccc(-c2c(-c3ccc(O)cc3O)n[nH]c2C(F)(F)F)cc1	1	107	95	-3	99	78	3	99
CC1CCc2c(sc3nc(C4CC4)nc(N4CCN(C(=O)c5ccco5)CC4)c23)C1 (stereo not drawn)	-22	102	115	-10	100	108	1	99
CN(C)c1ccc(/C=N/NC(=O)C(=O)N2CCCCCC2)cc1	6	106	96	4	106	106	1	110
Cc1ccc(Cl)cc1C1=CC(=O)C[C@H](c2ccc(F)cc2)C1	0	98	106	0	101	105	64*	101
O=C(NC1CC2CCCC(C1)N2Cc1cccs1)N1CCOCC1 (stereo not drawn)	-21	113	98	28	108	105	2	101
COc1ccc2nc(C)cc(SCC(=O)N/N=C/c3cccc4ccccc34)c2c1	-1	98	104	-4	100	99	0	98
O=Cc1ccccc1OCCOc1ccccc1C=O	9	102	108	-10	100	102	0	108
O=C(COC(=O)c1ccc([N+](=O)[O-])s1)Nc1ccc(F)cc1	-6	91	112	8	97	88	0	95
CCCCC(=O)Nc1ccc(N2CCN(c3ccc(F)cc3)CC2)cc1	-3	108	119	2	102	106	0	94
CCC(C)[C@H](NC(=O)Nc1cccc(OC)c1)C(=O)OC (stereo partly drawn)	12	100	108	2	106	101	0	101
Cc1nn(C)c(Oc2cccc(Cl)c2)c1C=O	-3	109	118	16	111	95	5	104
CN(C(=O)c1cc(-n2cnnc2)ccc1Cl)c1ccccc1	-4	96	99	-5	100	91	0	101
CCN(C(=O)COC(=O)c1ccccc1SCC(=O)NC1CCCCCCC1)C1CCS(=O)(=O)C1 (stereo not drawn)	-10	106	99	24	105	98	0	107
O=C(c1cc(-c2ccc(Cl)cc2)n[nH]1)N1CCN(C(=O)c2ccco2)CC1	-11	98	102	16	99	101	0	99
CC1(C(=O)Nc2nc3ccccc3s2)CC1(Br)Br (stereo not drawn)	-4	83	103	0	101	89	1	97
CCOC(=O)CC1C(=O)NCCN1c1nc2ccc(C)cn2c(=O)c1/C=C1\SC(=S)N(C(C)CC)C1=O (stereo not drawn)	3	100	108	i	93	98	0	98
Cc1ccc(-c2nnn(CC(=O)Nc3cccc4c3CCCC4)n2)o1	4	84	85	-4	77	78	0	84

Reformatted with each value named: entries from further up.
Cc1c(C(=O)N2CCc3ccccc3C2)oc2ccc(S(=O)(=O)N3CCCCCC3)cc12
  GASC-1 inh = -3
  AGP1 TOR yeast = 103
  LAP4-GFP MLPCN = 98
  VLA-4 inh = -3
  MEP2 TOR yeast = 104
  CIT2-GFP yeast = 102
  GRK2 inh = 0
  RPL19A-GFP yeast = 102

COc1ccc2nc(C)cc(SCC(=O)N/N=C/c3cccc4ccccc34)c2c1
  GASC-1 inh = -1
  AGP1 TOR yeast = 98
  LAP4-GFP MLPCN = 104
  VLA-4 inh = -4
  MEP2 TOR yeast = 100
  CIT2-GFP yeast = 99
  GRK2 inh = 0
  RPL19A-GFP yeast = 98

CCCCn1cnc2c(=S)nc(N)[nH]c21
  GASC-1 inh = 2
  AGP1 TOR yeast = 90
  LAP4-GFP MLPCN = 90
  VLA-4 inh = 4
  MEP2 TOR yeast = 96
  CIT2-GFP yeast = 85
  GRK2 inh = 2
  RPL19A-GFP yeast = 96

COc1ccc(-c2c(-c3ccc(O)cc3O)n[nH]c2C(F)(F)F)cc1
  GASC-1 inh = 1
  AGP1 TOR yeast = 107
  LAP4-GFP MLPCN = 95
  VLA-4 inh = -3
  MEP2 TOR yeast = 99
  CIT2-GFP yeast = 78
  GRK2 inh = 3
  RPL19A-GFP yeast = 99

Additional structures follow.
SMILES	GASC-1 inh	AGP1 TOR yeast	LAP4-GFP MLPCN	VLA-4 inh	MEP2 TOR yeast	CIT2-GFP yeast	GRK2 inh	RPL19A-GFP yeast
CC(C(=O)N(C)c1ccccc1)N1CCN(C(=O)c2ccccc2)CC1 (stereo not drawn)	12	102	110	3	103	96	8	101
CC(=O)Oc1ccc(/C=C2/Oc3ccccc3C2=O)cc1	1	74	121	-37	91	68	1	93
Cc1cccc(-n2c(SCc3cc(=O)n4ccsc4n3)nc3ccccc3c2=O)c1	-4	103	97	19	107	97	4	·
COc1cccc(-c2nnc(SCC(=O)OC(C)C)n2Cc2ccco2)c1	2	104	100	13	108	100	0	100
Cc1ccc(S(=O)(=O)N2CCOCC2)cc1C(=O)OCC(=O)NCCc1ccccc1	6	108	109	2	101	108	3	107
COc1ccc(-c2n[nH]c3c2C(c2ccc(OC)c(OC)c2)N(c2ccccc2)C3=O)cc1 (stereo not drawn)	-12	101	88	14	94	100	0	100
CC(=O)Nc1cccc(C(=O)OCc2ccccc2)c1	2	100	116	-3	115	85	0	102
O=C(CSc1ncn[nH]1)Nc1c(Br)cc([N+](=O)[O-])cc1Br	0	104	94	4	102	99	0	101
O=C(NC1CCCCC1)C1CCN(S(=O)(=O)N2CCCCCC2)CC1	85	100	102	4	104	106	0	102
CCCCOc1ccc(OC(=O)c2cccnc2)cc1	-1	99	105	15	111	93	0	104
CCOCc1cc(C)[nH]c(=O)c1C#N	-2	89	95	23	96	86	2	87
CCC1CCCCN1C(=O)CN1C(=O)CSC1=O (stereo not drawn)	2	86	·	-3	101	82	0	88
Cc1cc(Cl)ccc1OCC(=O)OCC(=O)NC1CCS(=O)(=O)C1 (stereo not drawn)	·	95	103	-77	101	93	6	93
CCOc1ccc(/C=N/NC(=O)C2CC2)cc1OC	3	100	76	0	103	106	0	110
Cn1c(=O)oc2cc(S(=O)(=O)N3CCCCC3)ccc21	4	103	97	10	98	103	4	98
CCOc1cc2[nH]c(=O)n(CCC(=O)N3CCN(c4ccccc4OC)CC3)c(=O)c2cc1OCC	-4	104	106	17	108	101	1	99
Cc1c(NC(=O)C(C)OC(=O)c2cccc(S(=O)(=O)N(C)C)c2)c(=O)n(-c2ccccc2)n1C (stereo not drawn)	19	97	93	-1	95	·	0	87
COCC(=O)OCC(=O)Nc1ccccc1-c1ccccc1	-2	91	80	1	92	86	1	96
Cc1ccnc(SCC(=O)Nc2cc(C)on2)n1	5	96	95	-1	98	102	0	102
CCc1nc2c(cnn2-c2ccc(F)cc2)c(=O)n1-c1ccc(N2CCC(C)CC2)cc1	0	106	105	3	101	100	0	102

SMILES	GASC-1 inh	AGP1 TOR yeast	LAP4-GFP MLPCN	VLA-4 inh	MEP2 TOR yeast	CIT2-GFP yeast	GRK2 inh	RPL19A-GFP yeast
CCCOc1ccc(C(=O)N2CCCC2)cc1OC	-6	97	97	12	98	97	1	97
CC(=O)OC1CC(c2cc(C(C)(C)C)c(O)c(C(C)(C)C)c2)=NO1 (stereo not drawn)	-4	102	107	9	99	93	0	101
C=CCNCCOCCOc1ccccc1-c1ccccc1	-3	82[may fluoresce red]	?	14	87[may fluoresce red]	89[may fluoresce red]	7	?
Cc1ccc(NC(=S)N(CCN(C)C)C(C)c2ccco2)cc1Cl (stereo not drawn)	23	103	101	1	102	104	0	100
COc1ccc(C2C(C#N)=C(N)Oc3n[nH]c(C)c32)cc1Cn1nc(C)c([N+](=O)[O-])c1C (stereo not drawn)	-6	98	103	9	100	98	0	95
COc1ccc(C2C(C#N)=C(N)N(c3cccnc3)C3=C2C(=O)CCC3)cc1Cn1cc([N+](=O)[O-])cn1 (stereo not drawn)	9	104	100	-57	104	107	0	100
Nc1cc2nsnc2cc1Br	-5	100	100	7	104	104	12	98
O=C(CSC1=NCCS1)Nc1ccc2ccccc2c1	-2	87	104	14	82	81	0	96
O=C(NC1CC1)C1=C[C@H](c2ccc(C(F)(F)F)cc2)C[C@H](OCCCCO)O1	-16	80	122	-34	87	90	0	90
Cc1ccccc1NC(=O)c1ccccc1NC(=O)Cc1cccc2ccccc12	-7	102	100	17	101	99	0	102
CC1CCCN(CCC(=O)Nc2ccc(F)c(F)c2)C1 (stereo not drawn)	-3	98	101	15	107	96	0	98
O=C(COC(=O)c1ccc(Cl)c(S(=O)(=O)N2CCCC2)c1)NCc1ccccc1	2	101	101	7	105	102	7	102
Cc1ccc(-n2nnnc2SCC(N)=O)c(C)c1	-6	101	98	10	100	98	1	96
O=C(Nc1ccc([N+](=O)[O-])cc1)c1ccccc1	-3	100	103	4	117	100	0	104
Cc1ccnc(NS(=O)(=O)c2ccc(NC(=O)CSc3nc(-c4ccccc4)cc(=O)[nH]3)cc2)n1	7	109	99	3	104	116	2	105
CCN(CC)S(=O)(=O)c1ccc(Cl)c(NC(=O)c2cc(Cl)ccc2Cl)c1	-10	100	94	-1	104	106	0	102
CCOC(=O)NC(=O)C(=CNNc1ncc(C(F)(F)F)cc1Cl)C(=O)NC(=O)OCC	31	104	106	-2	102	100	0	99
CCOC(=O)[C@H]1[C@H]2COc3ccc(C)cc3[C@@H]2N2C(=O)c3ccc(Cl)cc3NC(=O)[C@@]12C	32	98	93	3	100	100	0	98

Copied from the entries so far (2 entries):
SMILES	GASC-1 inh	AGP1 TOR yeast	LAP4-GFP MLPCN	VLA-4 inh	MEP2 TOR yeast	CIT2-GFP yeast	GRK2 inh	RPL19A-GFP yeast
O=C(Nc1ccc([N+](=O)[O-])cc1)c1ccccc1	-3	100	103	4	117	100	0	104
Cc1ccnc(NS(=O)(=O)c2ccc(NC(=O)CSc3nc(-c4ccccc4)cc(=O)[nH]3)cc2)n1	7	109	99	3	104	116	2	105

Hits appear at their usual frequency (roughly 1.7% active in at least one column).
